Screening results from PubChem BioAssay.
PLK1 PBD inh: qHTS for Inhibitors of PLK1-PDB (polo-like kinase 1 - polo-box domain): Primary Screen; Plk1 PBD binding of FITC phosphopeptide, fluorescence polarization; Potency, µM, inactives show max response, negative = inhibition, most hits filed as inhibitors; 2.8% of 360,000 active; AID 720504, 2013; further: potency means the concentration at half of the fitted maximal effect; series mostly up to about 57 µM; on the % scale 0 is the no-effect control and ±100 the full control effect; nearly all actives have a fitted effect of over 65% in size
WRN inhibitor: qHTS for Inhibitors of WRN Helicase. WRN helicase unwinding, fluorescent forked duplex, kinetic. Potency, µM (series often up to 114 µM), for the others: at the top dose activity change, negative = inhibition, usual class: inhibitors. 0.46% of 360,000 active. AID 651768, 2012; further: potency means the concentration at half of the fitted maximal effect; on the % scale 0 is the no-effect control and ±100 the full control effect; nearly all actives have a fitted effect of over 55% in size
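WRN at 20 nM final preincubated with compound 15 min at room temperature; reaction started with 100 nM fluorophore/quencher forked duplex oligonucleotide and 2 mM ATP final. Unwinding followed kinetically by red fluorescence (ex 525, em 598 nm).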
IL2 activator: qHTS of IL-2 Activators; 0.065% of 360,000 active; IL-2 activation reporter assay, cell-based qHTS; stimulated with anti-CD3/CD4/CD28 beads; in transgenic mouse T cells; AID 652025, 2013; activation, % (series mostly up to about 46 µM); in the data active means activation above about 50%; inconclusive means mostly about 30% to 49%; further: 0% is about no effect
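Using fluorescent plate cytometry, EGFP and DsRed are detected in transgenic mouse T cells stimulated 18 h at 37 degrees C with antibody-coated beads after 60 min compound pretreatment.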
aSyn rescue: qHTS of alpha-syn Inhibitors; Yeast expressing alpha-synuclein, growth rescue, BacTiter-Glo, 24 h; Potency, µM (highest dose often 46.1 µM), inactives show at the top dose growth rescue (activation), hits mostly activators; 0.14% of 370,000 active; AID 652106, 2013; further: potency means the concentration at half of the fitted maximal effect; % of control where 0% means no effect; nearly all actives have a fitted effect of over 65% in size
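Screening used galactose-induced yeast with toxic alpha-synuclein levels, exposed to compound for 24 hr at 30 deg C. Cell growth, read with BacTiter-Glo luminescence, gave the measured signal.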
FUS suppressor: qHTS for Suppressors of FUS Proteinopathy: Primary screen using FUS-linked yeast assay; S. cerevisiae FUS-expressing, growth rescue, OD600, 24 h; Potency, µM (highest dose often 76.6 µM), without a hit: top-dose growth rescue (activation), most hits filed as activators; 0.24% of 390,000 active; AID 1347120, 2019;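 further: potency means the concentration at half of the fitted maximal effect; plate controls were DMSO vehicle for no effect and reference control for full effect; nearly all actives have a fitted effect of over 55% in size; some results filed as inactive show a strong effect at the top dose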
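Quantitative HTS measuring growth restoration of FUS-toxic yeast. Galactose-induced cells (OD 0.005) were exposed 24hr at 30C to compounds at several concentrations, then absorbance at 600 nm was recorded.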
EPAC1 antagonist: qHTS for Antagonist of cAMP-regulated guanine nucleotide exchange factor 3 (EPAC1): primary screen. Rap guanine nucleotide exchange factor 3 (Homo sapiens), O95398. EPAC1 GEF assay, Rap1b-BODIPY-GDP exchange fluorescence. Potency, µM (highest dose often 115 µM), without a hit: at the highest dose activity change, negative = inhibition, actives largely listed as inhibitors. 0.14% of 360,000 active. AID 720709, 2013;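 further: potency means the concentration at half of the fitted maximal effect; plate controls were vehicle for no effect and positive control for full effect; nearly all actives have a fitted effect of over 50% in size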
Target sequence (O95398 whole entry, looked up): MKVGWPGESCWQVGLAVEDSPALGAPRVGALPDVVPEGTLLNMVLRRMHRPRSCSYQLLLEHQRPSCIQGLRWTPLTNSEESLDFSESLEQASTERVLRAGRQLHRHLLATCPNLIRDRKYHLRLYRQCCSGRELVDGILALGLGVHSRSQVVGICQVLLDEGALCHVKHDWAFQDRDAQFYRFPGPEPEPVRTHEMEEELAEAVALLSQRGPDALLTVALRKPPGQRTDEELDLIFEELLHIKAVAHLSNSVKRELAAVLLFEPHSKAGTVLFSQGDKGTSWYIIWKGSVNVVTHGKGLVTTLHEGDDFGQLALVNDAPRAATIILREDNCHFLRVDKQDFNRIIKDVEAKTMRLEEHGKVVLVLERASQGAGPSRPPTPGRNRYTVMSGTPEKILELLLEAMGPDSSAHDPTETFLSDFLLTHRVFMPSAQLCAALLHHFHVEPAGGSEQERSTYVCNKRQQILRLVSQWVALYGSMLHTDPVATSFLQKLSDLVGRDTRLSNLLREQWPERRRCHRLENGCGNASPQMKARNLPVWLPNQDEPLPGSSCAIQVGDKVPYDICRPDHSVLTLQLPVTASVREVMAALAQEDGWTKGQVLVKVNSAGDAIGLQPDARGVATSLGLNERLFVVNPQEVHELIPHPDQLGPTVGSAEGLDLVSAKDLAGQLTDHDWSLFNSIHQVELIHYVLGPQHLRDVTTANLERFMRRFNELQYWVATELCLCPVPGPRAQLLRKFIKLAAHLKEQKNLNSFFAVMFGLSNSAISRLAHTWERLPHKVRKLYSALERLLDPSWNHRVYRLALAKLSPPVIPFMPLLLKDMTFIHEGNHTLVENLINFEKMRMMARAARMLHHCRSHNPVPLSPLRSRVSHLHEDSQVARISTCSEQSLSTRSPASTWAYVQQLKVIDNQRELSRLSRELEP
EPAC1 ag: qHTS for Agonist of cAMP-regulated guanine nucleotide exchange factor 3 (EPAC1): primary screen. Rap guanine nucleotide exchange factor 3 (Homo sapiens), O95398. 0.073% of 360,000 active. EPAC1 agonist qHTS, biochemical assay; response scale: 100% = response to 6.5 mM cAMP. Potency, µM (titrated, usually from 154 µM), without a hit: top-dose activation, hits mostly activators; further: potency means the concentration at half of the fitted maximal effect; nearly all actives have a fitted effect of over 60% in size
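Nucleotide exchange by EPAC1 (100 nM) on Rap1B–BODIPY-GDP (250 nM) in the presence of 50 uM GDP is tracked fluorescently at 480/540 nm over 30 min. Signals are normalized to a 6.5 mM cAMP control.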
Abeta rescue: qHTS for compounds that reverse cellular toxicity of Amyloid beta (A-beta) peptide in yeast: Primary Screen. yeast expressing A-beta42, growth rescue, OD600, 48 h; response scale: 0% DMSO, 100% iron-clioquinol control. Potency, µM (top dose mostly 46.1 µM), without a hit: at the highest dose growth rescue, hits mostly activators. 0.063% of 410,000 active. AID 1347071, 2019; further: potency means the concentration at half of the fitted maximal effect; nearly all actives have a fitted effect of over 55% in size
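Growth rescue measured by 600 nm absorbance after 48 h yeast culture at 30 C with compound. Values normalized between DMSO and an equimolar ferric chloride plus clioquinol control.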
PI5P4Ka inh: qHTS for Inhibitors of phosphatidylinositol 5-phosphate 4-kinase (PI5P4K) | Phosphatidylinositol 5-phosphate 4-kinase type-2 alpha (Homo sapiens), P48426 | PI5P4Kalpha enzyme, ADP-Glo luminescence, 60 min; active compounds read low | max response, % | 1.2% of 330,000 active; active means max response of -50% or lower; inconclusive means between -30% and -50%; inactive means -30% or higher; further: value at the top dose of about 77 µM; on the % scale 0 is the no-effect control and ±100 the full control effect
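Luminescence from ADP-Glo served as readout of PI5P4Kalpha activity in a qHTS format. Reaction: enzyme, substrate, compound, ATP at 5 microM final, 60 min at RT.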
* = called active by the depositor; ? = inconclusive; nt = not tested or not shown; & = joins results of further samples; [ ] = remark or other dose. Unless noted, the call rests on the fitted dose curve; in most records, active means well fitted curve in the direction sought with a large enough effect; inconclusive means small, poorly fitted or top-dose-only effect, or another doubt; inactive means no such curve, though single readings can be large; an effect the other way counts as inactive or inconclusive.

entry	structure	PLK1 PBD inh	WRN inhibitor	IL2 activator	aSyn rescue	FUS suppressor	EPAC1 antagonist	EPAC1 ag	Abeta rescue	PI5P4Ka inh
1	CC(=O)c1sc(NC(=O)c2cc(S(=O)(=O)N3CCOCC3)ccc2F)nc1C	-4.2%	-0.4%	-0.9	4.9%	17.7%	-25.5%	-4.3%	-1.4%	2.1
2	O=C1C(=Cc2cn(-c3ccccc3)nc2-c2ccc(OCc3ccccc3)cc2)SC(=S)N1CCS(=O)(=O)O	?	25.1µM*	3.7	-5.8%	?	?	-1.4%	-25.9%	-65.1*
3	COc1ccc(C(=O)O)nc1C	-2.8%	-5.1%	-0.6	2.3%	-27.8%	12.2%	8.0%	8.5%	4.5
4	COc1ccc(C(=O)NCC(C)(C)N2CCOCC2)cc1S(=O)(=O)NCc1ccc(Cl)cc1	-9.2%	2.4%	-0.6	-5.3%[1.84 µM]	15.2%	3.3%	-9.6%	3.4%	-6.5
5	O=[N+]([O-])c1cccc(CSc2ncnc3ccccc23)c1	-13.5%	-5.9%	-0.6	2.3%	29.3%	-21.3%	1.2%	2.9%	0.6
6	COCC(=O)N1CCCC(C(=O)c2ccc(C(F)(F)F)cc2)C1 (stereo unspecified)	-3.3%	0.4%	0.7	-0.2%	-16.5%	3.1%	2.3%	-17.1%	9.4
7	O=C(COC(=O)c1cc(Cl)nc2ccccc12)c1ccc(Cl)cc1	-2.5%	-6.4%	2.2	0.2%	25.7%	-4.0%	-10.7%	-10.9%	2.6
8	O=C(Nc1ccccc1)c1ccc(-n2cnnn2)cc1	-9.3%	-5.2%	-0.4	3.0%	-8.0%	-22.1%	-14.5%	-4.3%	-3.7
9	Cc1ccc2c(c1)CCO[C@@]21O[C@H](CCO)C[C@H](O)[C@H]1O	-6.0%	-3.2%	0.9	-4.5%	-28.1%	2.6%	3.0%	-6.9%	-7.9
10	CCOc1ccc(NC(=O)CCNc2c(N3CCCC3)c(=O)c2=O)cc1	-13.7%	3.3%	-2.5	6.2%	25.2%	-2.1%	7.3%	6.4%	5.5
11	O=C1c2cccc([N+](=O)[O-])c2C(=O)N1C1CCCCC1	-9.1%	-4.1%	0.7	1.0%	-14.1%	-1.5%	9.2%	6.5%	1.5
12	O=S(=O)(c1ccc(F)c(F)c1F)N1CCN(C(=S)Nc2ccccc2)CC1	-4.9%	1.2%	0.1	9.0%	13.1%	-9.4%	4.0%	8.3%	1.8
13	CCOc1ccc(NC(=O)Nc2ccc(Cc3ccncc3)cc2)cc1	1.0%	-1.7%	1.2	3.4%	13.6%	10.4%	-8.1%	5.5%	-3.2
14	Cc1cccc(C)c1NC(=O)C1c2ccccc2OCC(=O)N1CCCN1CCOCC1 (stereo unspecified)	-0.3%	-0.3%	0.9	-19.2%	-4.8%	7.5%	-12.4%	-16.0%	-2.4
15	COc1cc(CC(=O)OCC(=O)N2CCN(C(=O)c3ccco3)CC2)cc(OC)c1OC	1.1%	3.1%	0.0	-3.9%	-5.6%	-6.9%	-0.6%	-9.8%	-0.1
16	COc1cc(OC)cc(C(=O)NNC(=O)NC2CCCCC2)c1	-7.9%	4.8%	-0.1	-3.1%	3.1%	14.8%	2.4%	-7.2%	-1.9
17	CCOCC(=O)Nc1cccc(Br)c1	-0.8%	-10.3%	0.5	-8.8%	?	5.8%	6.4%	-8.6%	0.1
18	N#Cc1c(NC(=O)C2CC2)sc2c1CCCCC2	-9.1%	0.7%	-0.3	-6.0%	-4.8%	11.6%	1.8%	-6.7%	-20.0
19	COc1ccc(C2Nc3ccccc3C(=O)N2c2ccccc2)cc1CSc1ccccn1 (stereo unspecified)	0.0%	-6.5%	-3.2	-4.7%	nt	-17.1%	11.1%	-5.6%	6.2
20	CCN1CCN(c2oc(-c3ccco3)nc2C#N)CC1	-10.0%	-27.3%	2.2	-4.8%	-21.5%	-6.6%	1.9%	4.9%	4.7

Retrieved by structure from above (2):
entry	structure	PLK1 PBD inh	WRN inhibitor	IL2 activator	aSyn rescue	FUS suppressor	EPAC1 antagonist	EPAC1 ag	Abeta rescue	PI5P4Ka inh
15	COc1cc(CC(=O)OCC(=O)N2CCN(C(=O)c3ccco3)CC2)cc(OC)c1OC	1.1%	3.1%	0.0	-3.9%	-5.6%	-6.9%	-0.6%	-9.8%	-0.1
11	O=C1c2cccc([N+](=O)[O-])c2C(=O)N1C1CCCCC1	-9.1%	-4.1%	0.7	1.0%	-14.1%	-1.5%	9.2%	6.5%	1.5

Additional entries follow:
entry	structure	PLK1 PBD inh	WRN inhibitor	IL2 activator	aSyn rescue	FUS suppressor	EPAC1 antagonist	EPAC1 ag	Abeta rescue	PI5P4Ka inh
21	COC(=O)C1=C(C)N(c2ccc(C)c(C)c2)/C(=C/c2ccco2)C1=O	6.8%	?	71.3*	-5.1%	-6.9%	0.0%	13.5%	-15.8%	?
22	COC(=O)C1=C(C)N(c2ccc(Cl)c(Cl)c2)C(=O)C1	-23.3%	-1.2%	-2.4	-10.8%	19.5%	13.4%	-7.4%	-0.3%	-2.6
23	Cc1cnc(NC(=O)C2CCCO2)s1 (stereo unspecified)	0.4%	-6.9%	-1.9	1.1%	5.3%	17.7%	-2.2%	-0.7%	nt
24	CCOC(=O)N1CCN(C(=O)c2cn(CC)c3ccc(S(=O)(=O)N4CC(C)CC(C)C4)cc3c2=O)CC1 (stereo unspecified)	-10.5%	7.2%	0.1	-5.4%	-10.9%	-6.4%	-8.4%	15.4%	6.6
25	O=C(NCC(=O)N(CCN1CCOCC1)C(C(=O)NC1CCCC1)c1ccccc1)c1cccs1 (stereo unspecified)	-6.2%	6.8%	-0.5	-3.1%	2.1%	?	-3.0%	-2.0%	-9.1
26	CCOc1ccc(NC(=O)CCN2CCN(S(=O)(=O)c3ccc(Cl)cc3)CC2)cc1	-8.4%	-1.3%	-0.6	-0.1%	-9.2%	-11.9%	7.4%	-8.8%	nt
27	CCOc1ccc(C2c3[nH]c4ccccc4c3C[C@H]3C(=O)N(C4CC4)CC(=O)N23)cc1OC (stereo partly specified)	0.6%	-7.9%[57.1 µM]	-2.8	8.5%	18.9%	-7.5%	1.0%	2.4%	-0.7
28	Cc1ccc(S(=O)(=O)Nc2ccc(OCC(=O)N3CCOCC3)cc2)c(C)c1NS(C)(=O)=O	1.5%	-2.0%	1.5	0.8%	-1.2%	15.6%	-2.0%	24.1%	-1.3
29	Cc1ccc(-n2c(C)cc(=O)cc2C)c(C)c1	-4.5%	-28.6%[57.1 µM]	-1.1	-8.4%	-10.1%	-1.9%	-4.2%	-17.0%	-0.1
30	COc1cc(NC(=S)N2CCN(CCO)CC2)cc(OC)c1	2.4%	10.8%	-0.5	0.1%	-15.9%	0.5%	-6.5%	-2.2%	-4.7

Following part.
entry	SMILES	PLK1 PBD inh	WRN inhibitor	IL2 activator	aSyn rescue	FUS suppressor	EPAC1 antagonist	EPAC1 ag	Abeta rescue	PI5P4Ka inh
31	O=C(Oc1ccc[nH]c1=O)c1cccc(Cl)c1	-22.7%	-3.1%	-0.7	?	-27.2%	-12.5%	6.5%	10.0%	2.5
32	CCOC(=O)c1ccc(NC(=O)C2(c3ccccc3)CCOCC2)cc1	-3.1%	-5.5%	2.2	2.5%	16.5%	-27.4%	-2.7%	2.0%	5.1
33	C/C(=N\Nc1ccc(Cl)nn1)c1ccccc1O	-4.9%	5.7%	-5.4	-2.1%	-5.9%	-18.2%	-6.0%	-5.1%	2.6
34	C[C@@H]1CN(C(=O)c2nc3ccc(Cl)cn3c2CN2CCc3sccc3C2)C[C@H](C)O1	3.6%	-0.1%	-0.1	6.8%	-9.5%	6.2%	-20.5%	6.6%	-3.3
35	O=C(COC(=O)c1cc([N+](=O)[O-])ccc1N1CCOCC1)c1ccccc1	-3.9%	-8.3%	-0.9	5.2%	-3.4%	?	10.1%	25.8%	-5.7
36	O=C(NCCNC(=O)c1ccccc1Br)c1ccccc1Br	-7.7%	-7.7%	-0.6	?	-15.2%	-36.0%	-1.1%	-1.0%	10.1
37	O=C(OCC(=O)C12CC3CC(CC(C3)C1)C2)c1ccccn1	-6.8%	-6.0%	-0.7	1.5%	6.6%	-6.1%	3.3%	-2.9%	6.7
38	CC1CN(C(=O)COC(=O)c2ccc(C#N)cc2)CC(C)O1 (stereo unspecified)	3.7%	-8.8%	-2.2	-3.5%	-8.6%	-2.4%	8.4%	4.6%	1.8
39	COc1ccc(N(CC(=O)NCCC2=CCCCC2)S(=O)(=O)c2ccccc2)cc1OC	-0.3%	2.9%	0.2	4.4%	-19.8%	-9.5%	-4.7%	26.0%	3.2
40	CC(C)CCNC(=O)c1ccc(OC2CCN(S(=O)(=O)N(C)C)CC2)cc1	-4.5%	-13.1%	1.9	0.1%	16.7%	-5.8%	3.3%	-1.8%	6.6
41	CC(CCc1ccc(O)cc1)NCCc1ccc(O)c(O)c1 (stereo unspecified)	-9.4%	-5.9%	1.6	-0.9%&1.8%	-5.4%	-1.1%	0.4%	-12.8%	2.9
42	CC1(C)CC(=O)C(C=NCC2CCN(C(=O)Cc3ccccc3)CC2)=C(O)C1	5.3%	-8.0%	-0.4	0.6%	-11.9%	0.8%	-10.0%	-12.7%	8.9

Taken from above.
IL2 activator result of compound 34 = -0.1
FUS suppressor result of compound 35 = -3.4%
IL2 activator result of compound 41 = 1.6
